Screening data: PubChem, Southern Research Specialized Biocontainment Screening Center
M. tuberculosis: growth inhibition of non-replicating M. tuberculosis (AID 488890); Mycobacterium tuberculosis non-replicating, growth inhibition; higher % means a stronger effect; inhibition, % at 25 µM, or IC50 in µM where a hit was titrated; 0.39% of 320,000 active; in the data active means a potency from the dose series; inconclusive means inhibition mostly from about 82% at the one dose, without a potency; inactive means the rest, 99 in 100 with inhibition below about 76%;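 further: plate controls were DMSO cells for no effect and high antibiotic wells for full effect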
H1N1 NS1A inhibition: NS1A inhibition, H1N1 influenza, cell based functional assay (AID 504329). NS1A functional cell-based assay, percent inhibition; higher % means a stronger effect. inhibition, % at 12.5 µM; hits with a dose series show IC50 in µM. 0.3% of 340,000 active; in the data active means a potency from the dose series; inconclusive means inhibition above about 27% without an active follow-up result; further: strong numbers were not always called active
inhibitors of VEEV: inhibitors of VEEV TC-83 cytopathic effect, confirmation, Vero cells (AID 588727). inhibition, % at 20 µM, or IC50 in µM where a hit was titrated. 0.13% of 350,000 active. Vero cells, VEEV TC-83 cytopathic effect inhibition; higher % means a stronger effect; in the data active means a potency from the dose series; inconclusive means inhibition mostly from about 14% at the one dose, without a potency; inactive means the rest, 99 in 100 with inhibition below about 12%; further: strong numbers were not always called active
PhoP GFP inhibition: Inhibition of PhoP regulon, Salmonella typhi GFP reporter cells, confirmation, 4 h (AID 1850) | Salmonella Typhi PhoP-promoter GFP reporter, fluorescence, 4 h; higher % means a stronger effect | one-dose inhibition, % at 50 µM; IC50 in µM for titrated hits | 0.33% of 310,000 active; in the data active means a potency from the dose series; inconclusive means inhibition mostly from about 25% at the one dose, without a potency; inactive means the rest, 99 in 100 with inhibition below about 19%;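 further: 0% = induced wells with vehicle and 100% = uninduced wells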
M. tuberculosis HTS: M. tuberculosis growth inhibition, HTS (AID 449762) | M. tuberculosis H37Rv growth inhibition, 7H9 media; higher % means a stronger effect | inhibition, % at 25 µM; hits with a dose series show IC50 in µM | 0.59% of 330,000 active; in the data active means a potency from the dose series; inconclusive means inhibition above about 70% without an active follow-up result;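 further: bacterial growth assessed after seven days of incubation; strong numbers were not always called active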
inhibitors of VEEV 10K pilot screen: recorded beside inhibitors of VEEV, whose call it bears; inhibition, %; measured here: 10K pilot screen inhibition
Starred values were filed as active, the others as inactive; i = inactive; ? = inconclusive; · = not tested or not shown.

SMILES | M. tuberculosis | H1N1 NS1A inhibition | inhibitors of VEEV | PhoP GFP inhibition | M. tuberculosis HTS | others
Cc1ccccc1NC(=O)c1cc(C(=O)c2cc(Cl)ccc2O)cn(-c2ccccc2C)c1=O | 21.5% | -3.8% | 1.9% | -3.0% | ?
CC(C)NC(=S)N/N=C1\CCCc2ccccc21 | 62.1% | 13.6% | 1.4% | 2.6% | -4.1%
Cc1ccc(NC(=O)CNCc2ccccc2Cl)cc1S(=O)(=O)N(C)C | -0.9% | 20.9% | 2.3% | -15.0% | 8.9%
Cc1cc(SCc2ccc(Cl)cc2)nc(=O)[nH]1 | 8.8% | -0.9% | 1.1% | 4.3% | -11.0%
Cc1ccc(-c2nnc(SCC(=O)N(C)C)nc2-c2ccc(C)cc2)cc1 | 23.7% | 12.1% | i | 5.0% | 10.1%
COc1cc(C(C2C(=O)CC(C)(C)CC2=O)C2C(=O)CC(C)(C)CC2=O)cc(OC)c1OC | ? | -2.6% | 1.1% | -0.6% | 6.8%
CCOc1ccccc1/C=N/NC(=O)c1nnn(-c2nonc2N)c1CN1CCC(C)CC1 | -10.9% | 1.2% | i | 1.5% | -7.0%
COc1ccc(CN(C)C(=O)CCN=C2NS(=O)(=O)c3ccccc32)c(OC)c1 | -1.1% | -14.0% | 1.3% | · | 8.8%
O=C(Cn1cncn1)c1ccc(Cl)cc1 | · | 16.1% | i | 0.6% | 1.4%
COc1cc(NS(=O)(=O)c2cc(C(=O)N3CCN(C(C)=O)CC3)ccc2OC)cc(OC)c1 | -18.1% | -9.3% | 1.4% | -5.0% | -8.0%
CC(C)(C)NC(=S)NC(=O)C12CC3CCC(CC(C3)C1)C2 | ? | 4.2% | i | -7.3% | 5.1%
Cc1cccc(N2CCN(C(=O)c3ccc(-n4cncn4)c([N+](=O)[O-])c3)CC2)c1C | 29.0% | -0.5% | 1.4% | -7.5% | 4.8%
COc1ccc(-c2cc(-c3ccc(OC)cc3)nc(-c3ccc4c(c3)NC(=O)CO4)c2)cc1 | -5.2% | 2.7% | 13.4% | 4.5% | 23.8%
O=c1c2ccccc2nc(CSc2ncnc3nc[nH]c23)n1-c1ccc(Cl)c(Cl)c1 | 34.3% | -5.5% | i | -7.4% | 3.3%
CN(CC(=O)N1CCOCC1)S(=O)(=O)c1ccc2ccccc2c1 | -1.2% | -1.6% | 0.1% | 1.4% | 1.6%
O=C(Nc1cc(Cl)ncn1)c1ccccc1 | 5.3% | · | 1.9% | -17.6% | -1.3%
O=C(COCc1ccccc1)N[C@@H](Cc1ccc(O)cc1)C(=O)O | -9.4% | -3.0% | 0.3% | 2.2% | 6.3% | inhibitors of VEEV 10K pilot screen=0.5
COCCN(Cc1ccccc1)C(=O)c1cc(-c2ccc(OC)c(OC)c2)nc2ccccc12 | 15.9% | 3.5% | 6.2% | -12.5% | -4.9%
CC(=O)N1CCC(N(CCN2CCOCC2)C(=S)Nc2cc(C)ccc2C)CC1 | -4.1% | 0.4% | 1.5% | 1.1% | 4.0%
NC(=O)N/N=C/c1c(F)cccc1F | 31.2% | -13.0% | 0.2% | 0.3% | 6.6%
Cc1ccc(S(=O)(=O)N(C)C)cc1NC(=O)c1cc(=O)c2ccccc2o1 | 2.6% | 6.7% | 0.7% | 8.6% | -3.5%
N=c1c(C(=O)NC2CCCC2)cc2c(=O)n3ccccc3nc2n1CCCN1CCOCC1 | -12.4% | -3.5% | 0.3% | -1.1% | 8.3%
CC1CCCCC1NC(=O)/C(C#N)=C/C=C/c1ccccc1[N+](=O)[O-] (centres undefined) | 49.8% | -0.5% | 13.3µM* | 10.2% | -1.6%
COc1ccc(OC)c(N(CC(=O)Nc2ccc(NC(C)=O)cc2)S(C)(=O)=O)c1 | -1.2% | -5.3% | 0.5% | -2.1% | -4.5%
CCN(CC)S(=O)(=O)c1ccc2oc(Nc3ccc(OC)cc3)nc2c1 | -3.3% | -0.8% | 2.4% | 6.7% | 12.5%

Brought forward from above: five compounds, then new ones.
SMILES | M. tuberculosis | H1N1 NS1A inhibition | inhibitors of VEEV | PhoP GFP inhibition | M. tuberculosis HTS | others
Cc1ccc(S(=O)(=O)N(C)C)cc1NC(=O)c1cc(=O)c2ccccc2o1 | 2.6% | 6.7% | 0.7% | 8.6% | -3.5%
N=c1c(C(=O)NC2CCCC2)cc2c(=O)n3ccccc3nc2n1CCCN1CCOCC1 | -12.4% | -3.5% | 0.3% | -1.1% | 8.3%
CC1CCCCC1NC(=O)/C(C#N)=C/C=C/c1ccccc1[N+](=O)[O-] (centres undefined) | 49.8% | -0.5% | 13.3µM* | 10.2% | -1.6%
COc1ccc(OC)c(N(CC(=O)Nc2ccc(NC(C)=O)cc2)S(C)(=O)=O)c1 | -1.2% | -5.3% | 0.5% | -2.1% | -4.5%
CCN(CC)S(=O)(=O)c1ccc2oc(Nc3ccc(OC)cc3)nc2c1 | -3.3% | -0.8% | 2.4% | 6.7% | 12.5%
O=c1[nH]c(CN2CCN(C/C=C/c3ccccc3)CC2)nc2ccccc12 | 14.2% | -7.0% | 3.4% | -3.9% | -6.9%
O=C(NCCCN1CCCC1)c1ccc(CS(=O)(=O)c2c(Cl)cccc2Cl)o1 | 5.8% | -5.5% | 0.6% | 5.0% | -8.5%
Cc1cc(-c2ccccc2)c2c3c(cn2n1)c(=O)n(C)c(=O)n3C | -3.3% | 6.4% | 10.5% | 6.1% | -11.1%
CCOC(=O)c1sc(NC(=O)CSC(=S)N2CCOCC2)nc1C | 70.2% | 2.6% | 1.7% | 5.3% | -6.2%
CCOc1ccc(C(=O)NCC(c2cccs2)N(C)C)cc1 (centres undefined) | -0.6% | 4.9% | 0.4% | 11.1% | -7.0%
O=C(NNC1=Nc2cccc3cccc1c23)c1ccccc1Br | -4.2% | -3.3% | 1.4% | -8.5% | -4.8%
N#CC(C#N)=C1NC(N)=C(C#N)C(c2ccccc2)=C1C#N | -14.7% | -3.6% | 0.3% | 6.7% | 0.3%
CC(=O)c1c(C)[nH]c(=S)c(C#N)c1-c1ccc(F)cc1 | -18.8% | -2.2% | ? | -5.3% | 1.7%
COc1ccc(NC(=O)CCC(=O)N/N=C/c2ccc([N+](=O)[O-])s2)cc1 | ? | -5.4% | i | -1.3% | ?
COc1cc(C2C(C#N)=C(C)NC3=C2C(=O)CC(C)(C)C3)ccc1O (centres undefined) | -1.0% | 1.1% | 1.0% | -2.8% | -3.8%
O=C(Nc1ccnn1C1CCN(Cc2ccc(CO)o2)CC1)c1ccccc1 | 9.9% | 10.0% | 0.2% | 0.5% | 5.5%
CN(CCOc1ccccc1)CCOc1ccccc1 | 72.2% | 9.1% | 2.7% | 6.0% | 0.8%
CCCS(=O)(=O)N1CCN(C2Cc3ccccc3C2)CC1 | 0.4% | -12.4% | 7.9% | 5.0% | 11.1%
CCN1CC(CNCc2cn(-c3ccc(OC)cc3)nc2-c2ccccc2Cl)CC1=O (centres undefined) | 20.6% | -4.4% | 0.4% | 7.9% | -2.0%
Fc1cccc(NC(=S)NCC(c2cccnc2)N2CCOCC2)c1 (centres undefined) | 23.3% | 2.4% | 1.1% | 3.5% | -13.8%
CCCn1cnc2c(SCc3ccccc3)nc(N)nc21 | · | -0.6% | 4.0% | · | ·
Cc1ccc(NC(=O)CCc2nc3ccccc3c(=O)[nH]2)cc1S(=O)(=O)N1CCOCC1 | 9.2% | -2.2% | 4.5% | 5.9% | 12.1%
CN(C)c1nc(SCc2ccc(Cl)cc2)nc2c1CCCC2 | 26.4% | 7.6% | 0.8% | 4.1% | ?
O=S(=O)(N=S(N1CCCCC1)N1CCCCC1)c1ccccc1 | -4.6% | -1.5% | i | 1.8% | -1.1%
CC(=O)C(C(C)=O)C(c1ccccc1)c1nc2ccccc2[nH]c1=O (centres undefined) | -6.9% | -7.0% | 0.6% | 2.4% | 3.3%
COc1ccc2nc(NC(=O)CSCC(=O)Nc3cc(C)on3)sc2c1 | 0.8% | -4.8% | 9.1% | 8.6% | -4.3%
COc1ccc2c(c1)CC1(CN2C)C(=O)NC(=O)N(c2ccc(C)cc2)C1=O (centres undefined) | 11.3% | -1.9% | 6.8% | 2.8% | 2.0%
c1ccc(Nc2nc(-c3ccncc3)cs2)cc1 | · | -11.8% | 10.2% | -21.4% | 17.0%
CC(=O)NC(C)c1nc2ccccc2n1CC(=O)NC(C)CCc1ccccc1 (centres undefined) | 17.7% | -3.1% | i | 1.9% | 5.6%
C(=N/N1CCN(c2ccccc2)CC1)/c1cccs1 | 27.6% | 16.6% | i | -0.9% | -6.0%

(more compounds)
SMILES | M. tuberculosis | H1N1 NS1A inhibition | inhibitors of VEEV | PhoP GFP inhibition | M. tuberculosis HTS | others
CCOC(=O)C1=C(COC(=O)Cc2ccc(OC)c(OC)c2)NC(=O)NC1C (centres undefined) | 6.5% | -6.4% | 0.5% | · | 1.4%
CN(C)CCC(O)c1ccccc1 (centres undefined) | 2.3% | -23.9% | 0.3% | -4.8% | -6.5%
Cc1ccc(OCc2nnc(SCC(=O)Nc3sc(C)c(C)c3C#N)n2C)cc1 | -2.5% | 2.2% | i | 1.8% | -4.0%
COc1ccc(C2=NN(C(=O)COC(=O)c3ccc(S(C)(=O)=O)c([N+](=O)[O-])c3)C(c3ccco3)C2)cc1 (centres undefined) | ? | 4.8% | 11.2% | · | 6.58µM*
Cc1nc2ccccc2c(-c2ccccc2)c1C(=O)c1ccccc1 | 19.1% | -15.1% | i | -12.3% | 13.8%
O=C(COc1ccc2c(-c3ccccc3)cc(=O)oc2c1)NCC(O)c1ccccc1 (centres undefined) | 18.4% | -7.0% | i | -2.0% | -1.8%
COc1ccc(CCc2ccc3cc(OC)ccc3n2)cc1 | · | 0.7% | 0.8% | · | ·
CCc1ccc(N(CC)c2ncnc3nc[nH]c23)cc1 | · | -5.6% | 0.4% | 9.9% | 2.9%
CCCCN(C(=O)C1CSC2(C)CCC(=O)N12)c1c(N)n(Cc2ccccc2)c(=O)[nH]c1=O (centres undefined) | · | -2.9% | i | · | ·
O=C(Nc1ccc(Cl)cc1)C1CC=CCC1C(=O)OCC(F)(F)C(F)F (centres undefined) | 7.1% | -3.9% | 3.4% | 21.6% | -7.8%
Cc1cc(C)nc(NC(=S)Nc2ccc(F)cc2F)c1 | 14.2% | -6.2% | 0.9% | -5.3% | -6.4%
CC1(C)CC(=O)C/C(=N\NC(=O)C2CC23CCC3)C1 (centres undefined) | 18.4% | -5.0% | i | -15.0% | 7.4%
O=S(=O)(Nc1ccc(Cl)cc1)c1ccc(N2CCOCC2)c(NC(=S)NCCN2CCOCC2)c1 | 25.0% | 0.4% | 0.2% | -10.1% | 2.7%
O=C(c1ccco1)N1CCN(C(=O)c2ccc(Cn3cc(Br)cn3)o2)CC1 | -0.3% | -9.3% | 10.2% | 1.3% | -11.4%
O=C(Nc1cccc(S(=O)(=O)N2CCCC2)c1)c1cccnc1 | -8.9% | -3.1% | 1.3% | -6.4% | -10.9%
COC(=O)c1cc2sc(Cl)cc2n1CC(=O)Nc1cccc(SC)c1 | 31.2% | 0.8% | 0.4% | 6.0% | -6.5%
O=C1SCCC1NC(=O)C(c1ccccc1)c1ccccc1 (centres undefined) | 6.0% | · | 1.6% | 0.1% | -4.3%
O=c1[nH]c(CN2CCN(S(=O)(=O)c3ccccc3C(F)(F)F)CC2)nc2sc3c(c12)CCCC3 | 47.9% | -0.4% | 0.1% | -0.2% | 39.9%

3 compounds drawn at random from those above, as already listed:
SMILES | M. tuberculosis | H1N1 NS1A inhibition | inhibitors of VEEV | PhoP GFP inhibition | M. tuberculosis HTS | others
COc1ccc(CCc2ccc3cc(OC)ccc3n2)cc1 | · | 0.7% | 0.8% | · | ·
COc1ccc(C2=NN(C(=O)COC(=O)c3ccc(S(C)(=O)=O)c([N+](=O)[O-])c3)C(c3ccco3)C2)cc1 (centres undefined) | ? | 4.8% | 11.2% | · | 6.58µM*
COC(=O)c1cc2sc(Cl)cc2n1CC(=O)Nc1cccc(SC)c1 | 31.2% | 0.8% | 0.4% | 6.0% | -6.5%
